SARS 3CLpro inh = SARS-CoV 3CLpro protease inhibitors, primary screen, biochemical, quenched FRET; AID 1706, 2009; recombinant SARS-CoV 3CLpro, quenched FRET peptide cleavage; Replicase polyprotein 1ab (Severe acute respiratory syndrome coronavirus), P0C6X7; inhibition, % at 6 µM; 290,000 compounds, 0.14% hits; in the data active = inhibition above about 12%
BoNT-A LC inh2 = BoNT/A light chain protease inhibitors, primary screen, biochemical, flow cytometry, MLPCN library. Botulinum neurotoxin type A light chain protease (Clostridium botulinum A str. ATCC 3502). multiplex microsphere protease substrate cleavage. inhibition, % at 10 µM. 360,000 compounds, 0.17% hits; also: plate controls were buffer without enzyme for full effect and enzyme alone for no effect
Anthrax LF inh2 = Bacillus anthracis LF protease inhibitors, primary screen, biochemical, multiplex microsphere, MLPCN library. multiplex microsphere protease cleavage assay. inhibition, % at 10 µM. 360,000 compounds, 0.12% hits. AID 588501, 2011; also: plate controls were buffer without enzyme for full effect and enzyme alone for no effect
Rv3671c inh = Rv3671c serine protease inhibitors, primary screen, biochemical, fluorescence polarization, M. tuberculosis H37Rv. P9WHR9. inhibition, % at 5.96 µM. 320,000 compounds, 0.048% hits. AID 2606, 2010; in the data active = inhibition above about 38%;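 also: extracellular domain of Rv3671c used as enzyme; 0% = enzyme with DMSO and 100% = no enzyme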
Target sequence (P9WHR9 whole entry, looked up, the tested form may be a part): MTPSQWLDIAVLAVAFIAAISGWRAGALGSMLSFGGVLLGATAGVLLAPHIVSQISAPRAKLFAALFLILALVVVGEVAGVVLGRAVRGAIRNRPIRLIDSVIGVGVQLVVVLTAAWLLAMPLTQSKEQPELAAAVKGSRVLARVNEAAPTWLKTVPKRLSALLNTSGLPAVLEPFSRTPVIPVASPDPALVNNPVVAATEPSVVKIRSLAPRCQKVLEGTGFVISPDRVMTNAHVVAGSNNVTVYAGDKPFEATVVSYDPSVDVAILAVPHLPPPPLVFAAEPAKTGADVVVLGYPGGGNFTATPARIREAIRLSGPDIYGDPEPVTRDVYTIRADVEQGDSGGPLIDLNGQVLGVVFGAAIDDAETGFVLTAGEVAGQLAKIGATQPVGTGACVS
CCHF vOTU inh = CCHFV vOTU protease inhibitors, primary screen, biochemical, Pep-AMC substrate, fluorescence; 370,000 compounds, 0.55% hits; Crimean-Congo hemorrhagic fever virus L polyprotein viral ovarian tumor (vOTU) protease …; inhibition, % at 11.5 µM; in the data active = inhibition above about 30%; also: 0% = vehicle wells with enzyme and 100% = no enzyme wells
VHR inh abs = VHR1 phosphatase inhibitors, primary screen, biochemical, absorbance, uHTS; AID 1654, 2009; 290,000 compounds, 0.52% hits; inhibition, % at 13.3 µM; Dual specificity protein phosphatase 3 (Homo sapiens), P51452; recombinant VHR phosphatase, pNPP absorbance; in the data active = inhibition above about 50%; also: some compounds called inactive have numbers as strong as hits
Target sequence (P51452 whole entry, looked up): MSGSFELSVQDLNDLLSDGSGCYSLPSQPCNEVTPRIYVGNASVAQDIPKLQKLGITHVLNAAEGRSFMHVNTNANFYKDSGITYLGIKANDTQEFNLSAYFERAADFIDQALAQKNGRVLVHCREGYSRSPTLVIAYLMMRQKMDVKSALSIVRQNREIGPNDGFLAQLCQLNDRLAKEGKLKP
PrPC TRFRET = inhibitors of human cell surface prion protein PrPC, primary screen, cell-based, TR-FRET | Major prion protein (Homo sapiens), P04156 | TR-FRET read-out | inhibition, % at 13.8 µM | 370,000 compounds, 0.43% hits | AID 720596, 2013; in the data active = inhibition above about 24%; also: 0% = median of the test wells and 100% = reference compound wells
PriA SSB inh = inhibitors of Klebsiella pneumoniae PriA binding to SSB C-terminal tail, primary screen, biochemical, AlphaScreen. PriA–SSB C-terminal tail interaction (Klebsiella pneumoniae). AlphaScreen SSBct-PriA binding, biotinylated peptide. inhibition, % at 33 µM. 430,000 compounds, 0.6% hits; in the data active = inhibition mostly above about 37%, no sharp cut-off; inactive = mostly below about 20%;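 also: plate controls were negative control peptide for no effect and reference peptide for full effect; strong numbers were not always called active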
BoNT-F LC inh = BoNT/F light chain protease inhibitors, primary screen, biochemical, flow cytometry, MLPCN library; Botulinum neurotoxin type F light chain protease (Clostridium botulinum); Multiplex microsphere protease cleavage assay; inhibition, % at 10 µM; 360,000 compounds, 0.22% hits; AID 588497, 2011; in the data active = inhibition above about 35%, passing the limit was not always enough; inconclusive = no clear call, values can overlap the other calls; also: plate controls were buffer without enzyme for full effect and enzyme alone for no effect
MazF activator = activators of E. coli MazEF toxin-antitoxin RNase, primary screen, biochemical, fluorescence, uHTS. FAM/BHQ RNA-DNA oligo cleavage fluorescence, 5 h. 350,000 compounds, 0.32% hits. activation, % at 20 µM; in the data active = activation above about 50%
Target sequence (P0AE70 whole entry, looked up): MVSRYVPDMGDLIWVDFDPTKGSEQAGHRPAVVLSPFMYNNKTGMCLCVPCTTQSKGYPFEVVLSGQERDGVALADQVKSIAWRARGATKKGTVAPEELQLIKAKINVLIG
Numbers without * were called inactive; ? = inconclusive; . = no result given. Rule as the data show it, unless noted: active = inhibition above about 30%; inconclusive = no clear call, values can overlap the other calls; inactive = below that. These rows are one share of the data. The share of hits here may be higher or lower than overall.

SMILES	SARS 3CLpro inh	BoNT-A LC inh2	Anthrax LF inh2	Rv3671c inh	CCHF vOTU inh	VHR inh abs	PrPC TRFRET	PriA SSB inh	BoNT-F LC inh	MazF activator
CCOC(=O)c1sc(=S)n(-c2ccc(Cl)cc2)c1C	-3	-0.8	-5	0	0	-1	-6	-19	2	6
O=C(COC(=O)c1cc([N+](=O)[O-])ccc1N1CCOCC1)NCc1ccccc1	.	0.1	0	.	0	.	-19	.	-4	-13
Nn1c(SCC(=O)N2CCCc3ccccc32)nnc1-c1ccccc1	2	0.8	-3	4	9	16	2	3	-6	0
C=CCn1c(COc2ccc(OC)cc2)nnc1SC(C)C(=O)NC1CC1 (centres undefined)	.	-0.2	11	3	-7	.	7	-9	-8	2
Cc1nc(-c2cc(-c3nc(-c4cc(C(F)(F)F)cc(C(F)(F)F)c4)no3)no2)cs1	4	0.4	-5	-3	0	3	-2	1	2	-1
CN(C)C(CNC(=O)c1cccc(S(=O)(=O)N2CC3(C)CC2CC(C)(C)C3)c1)c1ccco1 (centres undefined)	-2	0.2	-2	-3	6	23	2	-2	0	6
C[C@H]1CN=C(N(C)C)N1CCc1cccc(F)c1	.	-0.9	-2	1	-7	.	0	-3	-6	-3
N/C(=N\OC(=O)c1ccc2c(c1)OCO2)c1cccc([N+](=O)[O-])c1	0	-0.2	-2	-6	-6	5	-3	.	-3	22
COc1ccc(S(=O)(=O)NCc2ccccn2)cc1NC(=O)c1ccc(C)cc1	.	1.2	2	4	-14	.	1	-7	5	-5
C=CCN(C(=O)c1csnn1)C(C(=O)NC1CCCCC1)c1ccc(Cl)cc1 (centres undefined)	7	-0.5	2	2	20	22	1	6	-2	4
O=C(O)c1ccc(CSc2nnc(COc3ccc(Cl)cc3Cl)o2)cc1	.	-0.5	0	-6	6	29	3	-2	-8	7
C/C(=C\c1ccccc1)CN1CCN(c2cccc(Cl)c2)CC1	-3	-1.2	-4	-10	-7	40	-1	-22	-9	-1
O=c1oc2ccccc2cc1-c1csc(Nc2ccc(O)cc2)n1	0	0.4	-4	3	9	22	1	-12	0	78*
Nc1c(S(=O)(=O)c2cc(Cl)ccc2Cl)c2nc3ccccc3nc2n1CCN1CCOCC1	-1	?	-1	3	-12	24	-5	-5	2	-3
CCc1ccc(S(=O)(=O)Nc2ccc(O)c3c(=O)cc(-c4ccccc4Cl)oc23)cc1	.	-0.5	2	-20	5	22	0	1	-11	-2
CC(C)NC(=O)Cn1cnc2c(cnn2-c2ccc(F)cc2)c1=O	-1	-4.3	2	4	-10	0	1	-13	-11	6
COc1cccc(-n2nnc3c(=O)n(CC(=O)Nc4cc(C)on4)cnc32)c1	3	0.5	-1	-3	8	2	-1	-14	-1	10
COc1cccc(-n2nnc3c(=O)n(CC(=O)N4CCCc5ccccc54)cnc32)c1	3	0.2	-6	3	-8	15	-6	-1	4	15
COCCN(CCOC)C(=O)c1cc2sc3ccccc3c2s1	2	1.0	-2	-8	3	12	5	-8	2	-5
O=C(NCCCCCNC(=O)c1cccnc1)c1cccnc1	7	-0.9	-4	2	-4	-1	-3	-1	-20	-3
O=C(Nc1ccc2c(c1)OCCO2)C(C1CC1)N1CCN(c2ccc(F)cc2)CC1 (centres undefined)	.	0.2	8	.	-5	.	-2	.	-2	.
Cc1oc(-c2ccccc2)nc1C(=O)OCC(=O)NCc1ccccc1	.	-1.5	-7	1	9	.	0	-1	-1	12
O=C(COC(=O)c1cccc(S(=O)(=O)N2CCOCC2)c1)Nc1ncc(C(F)(F)F)cc1Cl	-2	1.0	7	-2	-5	23	2	-5	8	1
NNC(=O)c1cncn1-c1ccc(F)cc1	1	0.7	2	0	6	18	1	1	3	-9
CC1=C(c2ccccc2)[N+](=O)C2(CCCCC2)N1[O-]	2	0.2	-2	8	6	18	-2	11	-5	8
COc1ccc(CCNC(=O)COC(=O)c2cc(=O)[nH]c3ccccc23)cc1	.	-0.3	-3	-6	-1	.	1	-20	-2	-3
O=C(NCCCN1CCCCCC1)c1ccc2c(c1)NC(=O)C(N1CCOCC1)S2 (centres undefined)	-5	-0.1	-4	0	4	3	3	-8	-2	2
O=C1C(=O)N(CCCN2CCOCC2)C(c2ccc(F)cc2)/C1=C(/O)c1ccccc1 (centres undefined)	1	-2.2	3	0	7	-5	2	.	-10	-3
CCOc1ccccc1NC(=S)NCc1ccccc1	-1	-4.6	6	0	3	9	1	4	-11	5
O=C(NCc1cccnc1)NC(=O)c1ccc(Cl)cc1	-4	-0.8	-2	9	-3	32	-4	-9	0	2
C=CCOc1ccccc1CN1CCC(Oc2ccc(C(=O)N3CCCC3)cc2)CC1	3	-1.2	-3	8	0	-6	-4	-3	-2	5
C=CCn1c(SCC(=O)NCCO)nc2sc(C)c(C)c2c1=O	8	-0.3	-1	11	-2	20	-3	-15	-5	-4
O=C(CCc1ccc(S(=O)(=O)N2CCOCC2)cc1)Nc1c(F)cccc1F	.	0.2	4	-10	5	.	2	-12	2	-1
S=C(NCCc1ccccc1)NCCc1cnc[nH]1	-6	-2.1	11	0	-14	8	-5	9	?	2
O=C1CCCN1CCCNc1nc2c(S(=O)(=O)c3ccc(Br)cc3)nnn2c2ccccc12	-1	-1.0	-2	-4	13	-5	-4	-6	2	-1
O=C(Nc1ccc(F)cc1)c1cc(-c2ccccn2)nc2c(Cl)cccc12	2	1.4	-1	-12	1	28	-5	-13	3	0
Cc1occc1C(=O)NNC(=O)c1ccccc1F	1	-0.4	-1	0	15	19	-9	-15	3	-4
Cn1cc(S(=O)(=O)NC[C@H]2O[C@@H](n3cnc4c(N)ncnc43)[C@H](O)[C@@H]2O)cn1	.	-0.6	2	.	3	.	4	6	-4	3
COC(=O)c1ccc(NC(=O)COc2ccccc2OC)cc1	3	-0.4	-4	-10	-1	19	4	-4	-2	-2
COC(=O)c1ccc(CSc2nc3ccccc3s2)o1	-6	-2.2	-2	-2	-11	17	6	-31	-18	-5

Complete entries from above. Values in the order: SARS 3CLpro inh	BoNT-A LC inh2	Anthrax LF inh2	Rv3671c inh	CCHF vOTU inh	VHR inh abs	PrPC TRFRET	PriA SSB inh	BoNT-F LC inh	MazF activator
Shown for O=C1C(=O)N(CCCN2CCOCC2)C(c2ccc(F)cc2)/C1=C(/O)c1ccccc1 (centres undefined) : 1	-2.2	3	0	7	-5	2	.	-10	-3
Shown for CCOc1ccccc1NC(=S)NCc1ccccc1 : -1	-4.6	6	0	3	9	1	4	-11	5
Shown for O=C(COC(=O)c1cccc(S(=O)(=O)N2CCOCC2)c1)Nc1ncc(C(F)(F)F)cc1Cl : -2	1.0	7	-2	-5	23	2	-5	8	1
Shown for CCOC(=O)c1sc(=S)n(-c2ccc(Cl)cc2)c1C : -3	-0.8	-5	0	0	-1	-6	-19	2	6

New compounds follow.
SMILES	SARS 3CLpro inh	BoNT-A LC inh2	Anthrax LF inh2	Rv3671c inh	CCHF vOTU inh	VHR inh abs	PrPC TRFRET	PriA SSB inh	BoNT-F LC inh	MazF activator
Cc1nc(C)c(-c2ccn(S(=O)(=O)c3ccc(Cl)cc3)n2)o1	6	?	23	6	-1	18	4	-6	?	3
O=C(OCC(=O)c1ccccc1Br)c1ccccn1	5	-0.2	0	3	4	-5	1	29	-2	3
COC(=O)c1ccc(NC(=S)N2CCN(C(=O)c3ccco3)CC2)cc1	0	-1.2	-1	.	10	4	3	0	0	4
COc1ccc(N2CC(C(=O)Nc3c4c(nn3-c3ccc(OC)cc3)CS(=O)(=O)C4)CC2=O)cc1 (centres undefined)	-4	-1.4	-3	-6	-1	15	-2	-16	2	1
CC12CCC(C(=O)NCCCN3CCOCC3)(C(Br)C1=O)C2(C)C (centres undefined)	3	-0.4	-1	2	6	-2	-6	-19	6	3
O=C(Nc1nnc(-c2ccccc2)s1)c1cccc(S(=O)(=O)N2CCOCC2)c1	4	-0.3	0	0	15	18	0	-15	4	2
O=C(O)c1cccc(N2C(=O)C=CC2=O)c1	.	-0.1	0	.	8	.	-2	.	-2	3
C/C(N)=C(/C#N)C(=O)COC(=O)C(c1ccccc1)c1ccccc1	-1	-0.7	-3	-4	3	8	-6	-13	-1	-4
Cc1nc(CS(=O)c2ccc(Cl)cc2)cc(N2CCOCC2)n1 (centres undefined)	0	0.1	1	1	5	14	4	-11	-5	-10
CCOc1cc(N2CCOCC2)c(OCC)cc1NC(=O)c1ccc(OC(C)C)cc1	-3	-1.7	-6	3	4	20	9	-4	-1	-9
N#C/C(=C\c1ccc(Cl)s1)C(=O)N1CCN(c2ccccc2)CC1	-2	0.6	1	-8	3	6	0	-5	2	-2
CC1=NN(c2ccc(Br)cc2)C(=O)/C1=C/c1ccc(-c2ccccc2C(=O)O)o1	1	.	.	3	10	10	11	6	.	-39
Fc1ccc(NC(=S)Nc2cccnc2)cc1	-3	-2.2	3	-3	-8	-3	7	-17	3	-17
CCc1cccc(C)c1NC(=O)CN(C)S(=O)(=O)c1ccc(-c2ccc(=O)[nH]n2)s1	-4	1.6	-2	-3	-9	-9	-6	-9	-5	14
N/C(=N\OC(=O)Cc1ccccc1)c1ccccn1	-4	-0.2	-1	11	2	21	4	.	-13	0
O=C(c1ccccc1)[C@H]1CC=CC[C@H]1C(=O)O	1	0.4	-2	13	11	6	3	-1	-3	11
O=S1(=O)CCO[C@H]2Cc3ccccc3[C@H]2N1Cc1cccc(C(F)(F)F)c1	3	0.2	-2	-1	17	20	5	-8	-2	-5
COc1ccc(/C=C/C(=O)NCC(=O)N/N=C(/C)c2ccc(Cl)cc2)cc1	3	1.3	-1	-1	6	-20	-7	.	2	-4
C[C@]12CCC3C(CC[C@H]4C[C@@H](O)CC[C@]34C)C1[C@H]1CN=N[C@H]1[C@@H]2O (some centres undefined)	.	0.1	2	-5	2	.	7	-4	-1	-16
Cn1c(=O)c2c(SCC(=O)N3CCCc4ccccc43)nc(CC(C)(C)C)nc2n(C)c1=O	-3	0.1	-7	-3	.	25	.	-8	-8	3
CCCOC(=O)c1ccc(NC(=O)Cc2cccs2)cc1	0	0.5	-3	-5	22	40	14	-9	14	6
COc1cccc(C(C)(O)c2nc(-c3cncnc3)cs2)c1 (centres undefined)	.	-0.9	5	.	-1	.	4	.	4	.
CCN1CCN(c2ccc(S(=O)(=O)N3CCCCC3)cc2NC(=O)CC(C)c2ccccc2)CC1 (centres undefined)	.	3.8	-5	-3	-13	.	4	-1	11	7
COc1ccc(Cc2nnc(-c3ccc(F)cc3)o2)cc1OC	-3	-0.4	-5	0	4	-2	4	-6	-10	4
O=C1C2C3C=CC(C4CC34)C2C(=O)N1/N=C/c1ccc(-c2ccccc2[N+](=O)[O-])o1 (centres undefined)	7	-0.6	-2	-17	14	1	-3	.	5	2
O=C(Nc1cccc(C(F)(F)F)c1)NC1CCN(S(=O)(=O)c2ccc(F)cc2)CC1	-6	-0.2	-8	-5	5	37	1	-13	?	3
COC(=O)c1sc2nc(C)nc(SCC(=O)Nc3sccc3C(N)=O)c2c1C	.	0.0	-2	-14	5	.	1	-2	-7	-15
COc1ccc(NC(=O)COC(=O)CNS(=O)(=O)c2ccccc2)cc1OC	5	-0.9	-3	-5	7	5	4	9	-1	13
COCC(C)n1c(SCc2nc3ccccc3c(=O)[nH]2)nc2ccccc2c1=O (centres undefined)	2	0.5	-1	2	8	9	5	-10	-1	-4

Screening results: PubChem BioAssay, several laboratories
